Bioassay records deposited in PubChem BioAssay by National Center for Advancing Translational Sciences (NCATS).
LDHA block = qHTS assay for inhibitors of human lactate dehydrogenase. 480,000 tested, 0.15% active. activity change, % (values are at about 110 or 230 µM). purified LDHA, NADH/diaphorase-resazurin fluorescence; stronger effect = lower value. AID 1347041, 2019. L-lactate dehydrogenase A chain (Homo sapiens), P00338; in the data active means activity change below about -30%; inconclusive means mostly about -25% to -30%;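 further: plate controls were DMSO wells for no effect and wells without enzyme for full effect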
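LDH5 2 nM; NADH 0.06 mM, pyruvate 0.2 mM; 200 mM Tris pH 7.4, EDTA, Tween-20; 5 min RT. Detection: diaphorase 0.133 mg/mL + resazurin 37 µM, fluorescence ex540/em590 at 0 and 20 min; normalized to enzyme-free and DMSO wells.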
Pol beta inh = qHTS Assay for Inhibitors of DNA Polymerase Beta; P06746; Pol beta primer extension/strand displacement, fluorescence kinetic; Potency, µM (highest dose often 114 µM), inactives show at the highest dose activity change, negative = inhibition, hits mostly inhibitors; 340,000 tested, 1.3% active; further: potency means the concentration at half of the fitted maximal effect; on the % scale 0 is the no-effect control and ±100 the full control effect
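Values derive from four-parameter Hill fits of normalized kinetic data: reads at 0 and 10 min following addition of 50 nM substrate to 10 nM Pol beta preincubated 15 min with compound.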
GRP78 ERSR act = qHTS for Inducers of the Endoplasmic Reticulum Stress Response (ERSR) in Human Glioma: qHTS. U87-MG GRP78 promoter luciferase reporter, 16 h. Potency, µM, inactives show at the top dose activation, most hits filed as activators. 420,000 tested, 0.02% active. AID 602332, 2012; further: potency means the concentration at half of the fitted maximal effect; series mostly up to about 76 µM; % of control where 0% means no effect; nearly all actives have a fitted effect of over 35% in size
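Stably transfected U87-MG human glioma cells carrying a GRP78-based luminescent sensor were seeded at 1000 cells/well, pin-dosed with compounds and incubated 16 h. Luciferase reagent was then added, and end-point luminescence was read after 10 min at room temperature.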
BLM helicase inh = qHTS Assay for Inhibitors of Bloom's syndrome helicase (BLM). RecQ-like DNA helicase BLM (Homo sapiens), P54132. 350,000 tested, 0.2% active. recombinant BLM DNA unwinding, fluorescence dequenching. AID 2528, 2010. Potency, µM (doses to about 56.1 µM), inactives show top-dose activity change, negative = inhibition, usual class: inhibitors;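 further: potency means the concentration at half of the fitted maximal effect; plate controls were vehicle for no effect and no enzyme for full effect; nearly all actives have a fitted effect of over 35% in size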
Apoferritin bind = qHTS Assay for Identification of Novel General Anesthetics; Ferritin light chain (Equus caballus), P02791; 350,000 tested, 0.074% active; Potency, µM (doses to about 77.5 µM), for the others: top-dose activity change, negative = displacement, actives largely listed as inhibitors; apoferritin/1-aminoanthracene competitive binding, fluorescence; further: potency means the concentration at half of the fitted maximal effect; on the % scale 0 is the no-effect control and ±100 the full control effect; nearly all actives have a fitted effect of over 20% in size
Target sequence (P02791 2-175 limits assumed): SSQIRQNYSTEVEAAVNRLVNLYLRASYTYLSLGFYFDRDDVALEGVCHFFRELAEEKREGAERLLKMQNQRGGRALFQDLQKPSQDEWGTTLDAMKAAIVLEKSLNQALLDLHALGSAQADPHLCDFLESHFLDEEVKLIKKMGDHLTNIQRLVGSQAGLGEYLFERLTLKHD
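Steps: apoferritin (10 uM) was premixed with half-saturated 1-AMA in PBS, compounds were pin-transferred, plates stood 10 min at room temperature, fluorescence was read at 380/535 nm, and curves were fitted with a Hill equation.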
APE1 inh = qHTS Assay for Inhibitors of the Human Apurinic/apyrimidinic Endonuclease 1 (APE1). Potency, µM (highest dose often 65.8 µM), for the others: at the highest dose activity change, negative = inhibition, usual class: inhibitors. recombinant APE1, TAMRA/BHQ-2 abasic DNA cleavage fluorescence. 350,000 tested, 0.35% active;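 further: potency means the concentration at half of the fitted maximal effect; plate controls were vehicle for no effect and reference inhibitor for full effect; nearly all actives have a fitted effect of over 55% in size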
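Incision of a quenched TAMRA/BHQ-2 THF abasic-site duplex (50 nM) by 0.75 nM APE1, after 15 min compound preincubation, measured as fluorescence increase over three 60 s reads. Values normalized to buffer, DMSO and NSC13755 control wells.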
Pol eta inh = qHTS for Inhibitors of Polymerase Eta | AID 588591, 2011 | DNA polymerase eta (Homo sapiens), Q9Y253 | recombinant Pol eta, fluorescent DNA replication assay | 390,000 tested, 1.2% active | Potency, µM (top dose mostly 114 µM), for inactives: at the highest dose activity change, negative = inhibition, actives largely listed as inhibitors; further: potency means the concentration at half of the fitted maximal effect; on the % scale 0 is the no-effect control and ±100 the full control effect
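Pol eta (10 nM) was preincubated with compounds for 15 min at room temperature, after which fluorescent replication substrate (50 nM final) was added to start the reaction. Fluorescence was read kinetically at 0 and 10 min.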
Pol iota inh = qHTS for Inhibitors of Polymerase Iota. Potency, µM (titrated, usually from 115 µM), without a hit: top-dose activity, negative = inhibition, usual class: inhibitors. 390,000 tested, 1% active. DNA polymerase iota (Homo sapiens), Q9UNA4. Pol iota fluorescent replication assay, 10 min; further: potency means the concentration at half of the fitted maximal effect
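Pol iota at 10 nM preincubated 15 min with compounds at room temperature; reaction started with fluorescent substrate, 50 nM final. Fluorescence read kinetically at 0 and 10 min; buffer-only wells as negative control.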
Pol kappa inh = qHTS for Inhibitors of Polymerase Kappa; Potency, µM (titrated, usually from 107 µM), inactives show at the highest dose activity, negative = inhibition, actives largely listed as inhibitors; purified Pol kappa, fluorescent DNA synthesis assay, 10 min; 400,000 tested, 0.53% active; DNA polymerase kappa (Homo sapiens), Q9UBT6; AID 588579, 2011; further: potency means the concentration at half of the fitted maximal effect; on the % scale 0 is the no-effect control and ±100 the full control effect
Target sequence (Q9UBT6 whole entry, looked up): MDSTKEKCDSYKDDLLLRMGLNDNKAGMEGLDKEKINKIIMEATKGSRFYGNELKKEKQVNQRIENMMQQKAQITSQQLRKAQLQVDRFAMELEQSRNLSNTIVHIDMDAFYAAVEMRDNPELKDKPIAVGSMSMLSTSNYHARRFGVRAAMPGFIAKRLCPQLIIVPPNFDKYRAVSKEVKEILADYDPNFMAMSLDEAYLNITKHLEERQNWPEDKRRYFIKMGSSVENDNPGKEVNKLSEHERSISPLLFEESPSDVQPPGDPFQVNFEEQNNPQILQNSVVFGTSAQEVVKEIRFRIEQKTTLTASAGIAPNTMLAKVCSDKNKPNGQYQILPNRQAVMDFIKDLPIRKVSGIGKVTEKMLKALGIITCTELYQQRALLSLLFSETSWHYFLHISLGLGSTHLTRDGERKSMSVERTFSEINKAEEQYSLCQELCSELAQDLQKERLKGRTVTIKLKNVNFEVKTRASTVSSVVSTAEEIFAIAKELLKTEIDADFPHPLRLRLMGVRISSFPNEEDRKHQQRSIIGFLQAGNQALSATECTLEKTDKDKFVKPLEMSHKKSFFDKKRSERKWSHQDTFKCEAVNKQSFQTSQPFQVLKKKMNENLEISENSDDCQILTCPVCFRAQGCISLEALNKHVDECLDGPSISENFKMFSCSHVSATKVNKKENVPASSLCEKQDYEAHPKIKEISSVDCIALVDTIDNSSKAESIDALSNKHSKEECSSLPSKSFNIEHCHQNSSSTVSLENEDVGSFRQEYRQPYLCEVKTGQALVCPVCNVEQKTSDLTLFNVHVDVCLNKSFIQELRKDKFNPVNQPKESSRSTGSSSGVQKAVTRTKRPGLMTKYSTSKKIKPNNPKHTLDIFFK
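Here, compound and 10 nM enzyme are combined for 15 min at room temperature; adding 50 nM substrate (final) starts DNA synthesis, tracked by fluorescence at 0 and 10 min against buffer-only wells.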
An asterisk follows results filed as active; ? = inconclusive; . = no result given; & = joins results of further samples; ! = not active in a repeat; [ ] = dose if it differs, or a comment. Unless noted, the call rests on the fitted dose curve; in most records, active means well fitted curve in the direction sought with a large enough effect; inconclusive means small, poorly fitted or top-dose-only effect, or another doubt; inactive means no such curve, though single readings can be large; an effect the other way counts as inactive or inconclusive. This is a subset (hit frequency here may not be typical).

SMILES	LDHA block	Pol beta inh	GRP78 ERSR act	BLM helicase inh	Apoferritin bind	APE1 inh	Pol eta inh	Pol iota inh	Pol kappa inh
Cc1cnn(C(=O)c2ccccc2Br)c1	-4	45%	-3%	-2%	0%	1%	-6%	0%	-9%
O=C(Nc1ccccc1O)c1cc2cc(Br)ccc2oc1=O	-18	30%	3%	0%	4%	55%[activator]	5%	-16%	0%
CC(=O)Nc1cccc(/C(C)=N/NC(=O)c2c(-c3ccccc3Cl)noc2C)c1	-11	22%	1%	3%	6%	0%	-2%	128%[activator]	-7%
CC1CC[C@]2(CO)CC[C@]3(C)C(=CCC4[C@@]5(C)CCC(O)C(C)(C)C5CC[C@@]43C)C2C1C (some centres undefined)	.	.	7%	-7%	-1%	1%	.	.	-14%[60.1 µM]
Cc1cccc(N(C)C(=O)c2cnn(-c3ccccc3)c2C)c1	-10	-17%	-3%	-6%	-6%	27%	2%	1%	-1%
Cc1cccc(NC(NC(=O)c2ccccc2[N+](=O)[O-])C(Cl)(Cl)Cl)c1 (centres undefined)	-8	-12%	-1%	-3%	-3%	-1%	-19%	12%	4%
NS(=O)(=O)c1ccc(CCNC(=O)c2cccc(S(=O)(=O)N3CCCC3)c2)cc1	-2	.	-2%	.	.	16%	-10%	18%	-8%
Cc1c(C(=O)O)oc2c1/C(=N\O)CCC2	-7	29%	-4%	-1%	5%	14%	-12%	4%	-9%
CC(=O)C[C@@H](O)CC(=O)[C@H]1OC(=O)CCCCCCCCc2ccccc21	2	.	-4%	.	.	5%	-15%	?	-8%
COc1ccc(CNC(=O)Cn2ncc3c(=O)oc4ccccc4c32)c(OC)c1	-3	52%	0%	-4%	1%	.	-14%	16%	2%
O=C(NS(=O)(=O)Nc1ccccn1)c1c[nH]c2ccccc12	-5	16%	-5%	-2%	-1%	46%	5%	?	-9%
Cn1cc(-c2ccccc2C(=O)O)c(=O)c2cc(Cl)ccc21	-1	43%	-2%	0%	0%	8%	-10%	-10%	4%
CC(=O)c1ccc(CC2SC(N)=NC2=O)cc1 (centres undefined)	-9	22%	-1%	-8%	2%	11%	-4%	-14%	-8%
CCOC(=O)CC1COCCN1C(=O)c1cc(COc2ccc(F)c(F)c2)on1 (centres undefined)	-1	3%	7%	0%	-21%	63%	-24%	48%[activator]	-14%
Cc1ccc(CN2CCN(Cc3cnc(N4CCOCC4)s3)CC2CCO)cc1 (centres undefined)	-6	-10%	-2%	-4%	-6%	0%	-4%	19%	-9%
COc1cccc(NC(=O)COC(=O)CCSc2ccccc2)c1	5	.	3%	.	.	4%	-16%	86%[activator]	-7%
COCCn1c(=O)c(-c2ccc(Cl)cc2)nc2cnc(Nc3ccccc3)nc21	.	.	-3%	0%	.	2%	.	.	0%[60.1 µM]
O=C(CCN1CCCCC1c1cccnc1)NCc1ccccc1 (centres undefined)	5	0%	1%	1%	-10%	5%	-7%	-9%	1%
COc1ccc(CCNC(=O)c2c(O)c3ccccc3n(C)c2=O)cc1	-15	2%	-3%	-7%	-1%	2%	-13%	-19%	-7%
Cc1ccccc1NC(=O)Cc1nnc(SCC(=O)NC2=NCCS2)n1C	-7	-8%	-4%	2%	2%	52%[activator]	-1%	43%[activator]	-6%

Next part (four carried over from the part before).
SMILES	LDHA block	Pol beta inh	GRP78 ERSR act	BLM helicase inh	Apoferritin bind	APE1 inh	Pol eta inh	Pol iota inh	Pol kappa inh
COCCn1c(=O)c(-c2ccc(Cl)cc2)nc2cnc(Nc3ccccc3)nc21	.	.	-3%	0%	.	2%	.	.	0%[60.1 µM]
O=C(CCN1CCCCC1c1cccnc1)NCc1ccccc1 (centres undefined)	5	0%	1%	1%	-10%	5%	-7%	-9%	1%
COc1ccc(CCNC(=O)c2c(O)c3ccccc3n(C)c2=O)cc1	-15	2%	-3%	-7%	-1%	2%	-13%	-19%	-7%
Cc1ccccc1NC(=O)Cc1nnc(SCC(=O)NC2=NCCS2)n1C	-7	-8%	-4%	2%	2%	52%[activator]	-1%	43%[activator]	-6%
COc1ccc(C2N=C(c3ccccc3)NO2)cc1OC (centres undefined)	4	-9%	10%	-4%	-4%	31%	3%	20%	-16%
Cc1cccc2sc(NNC(=O)c3ccc(S(=O)(=O)N4CCCC(C)C4)cc3)nc12 (centres undefined)	1	3%	-8%	-11%	-22%	2%	-16%	-7%	-14%
Cc1n[nH]c(C)c1C(=O)CC1(O)C(=O)N(CCc2ccccc2)c2ccc(Br)cc21 (centres undefined)	-5&-1	13%	-1%	-5%	-12%	12%	-14%	18%	-9%
COc1ccc(C(=O)N2CCC(C(=O)Nc3ccc(OC)cc3OC)CC2)cc1	-8	27%	-1%	-4%	5%	.	-13%	15%	-5%
CCN(CC)C(=O)COc1ccc(/C(C)=N/NC(=O)c2ccccc2Br)cc1	-14	14%	-2%	2%	-3%	-5%	-2%	17%	-5%
C#CCNC(=O)C1=C[C@H](c2csc3ccccc23)[C@@H](CCCO)[C@H](OCC)O1	-5	-14%	-4%	-4%	1%	-3%	3%	6%	1%
Cc1ccc(-n2ncc3c(NCCCOC(C)C)ncnc32)c(C)c1	-6	14%	1%	0%	-2%	-2%	-10%	7%	-9%
O=C(Cn1nc(C(=O)O)c2ccccc2c1=O)Nc1ccc2c(c1)C(=O)c1ccccc1C2=O	.	0%	.	-8%	5%	-3%	.	.	.
CCn1cc(C(=O)NCc2ccco2)c(=O)c2cc(S(=O)(=O)N3CCc4ccccc4C3)ccc21	2	-26%	-4%	-14%	?	-7%	?	?	-29%
O=S(=O)(NCc1ccco1)c1ccccc1Br	-3	?	-3%&-1%	7%&3%	-23%&-21%	18%&1%	-11%	89µM*!	-23%&-12%
Cc1nnc(NC(=O)CSc2nnc3c(n2)[nH]c2ccc(Br)cc23)s1	-8	?	-2%	-16%	4%	-14%	4%	121%[activator]	7%
COCC(=O)N(c1ccccc1)C(C)C(=O)OC (centres undefined)	-3	-5%	0%	-15%	-3%	1%	-18%	6%	-3%
O=C(CCSc1ccc(Cl)cc1)NN=C1CCCCCC1	-10	1%	-8%	-11%	?	5%	-1%	65%[activator]	9%
COc1ccc(-c2n[nH]c(=S)n2/N=C/C=C\c2ccccc2OC)cc1	-12	-8%	-2%	-3%	-10%	0%	?	-7%	-9%
CC(=O)Nc1ccc2nc(C3CCCCC3)[nH]c2c1	1	32%	-1%	0%	-13%	-4%	11%	12%	0%
CCOc1ccc(NC(=O)CN(C)C(=O)C2CCCO2)cc1OCC (centres undefined)	-1	.	-4%	.	.	26%	-14%	-4%	5%
NC(CO)c1cn([C@@H](CCC(=O)O)C(=O)N2CCNCC2)nn1 (some centres undefined)	-1	40%	-3%	1%	0%	18%	-17%	25%	-3%
CCCNC(=O)c1cc(S(=O)(=O)N2CCCCC2)c[nH]1	-7	29%	-1%	1%	-14%	5%	-20%	?	2%
COc1ccc(C(=O)NNC(=O)CNC(=O)C2CCCCC2)cc1	-2	36%	-7%	-5%	?	0%	0%	5%	2%
COc1cccc(/C=N/Nc2ccc(Cl)nn2)c1	-11	-1%	5%	-6%	-2%	20%	-17%	5%	13%
C(=N\N=C\c1ccncc1)/c1ccncc1	-4	.	-2%	.	.	-3%	-5%	6%	-10%
CCOC(=O)c1ccccc1NC(=O)c1ccc2nccnc2c1	2	8.9µM*	3%	-10%	-24%	-7%	20µM*	?	?
COc1cc(/C=C2/SC(=O)N(Cc3ccccc3Cl)C2=O)ccc1OCc1ccncc1	-3	2%	-2%	-2%	9%	4%	?	3%	9%
COc1ccc(-n2c(C)nc3cc(C(=O)O)ccc32)cc1	-2	0%	-4%	-1%	-5%	-2%	-8%	4%	1%
CC(=O)c1ccc(NC(=O)Cn2c3ccccc3c3nc(=O)cc(C)n32)cc1	-3	24%	-3%	4%	-7%	1%	?	55%[activator]	0%
COCCCN(CC(=O)Nc1ccc(F)cc1)S(=O)(=O)c1cccs1	-10	.	-2%	.	.	-11%	2%	-9%	-15%
CCCCn1c(N)c(N(CCOC)C(=O)CSc2nnc(C)n2-c2ccc(OC)cc2)c(=O)[nH]c1=O	3	.	-3%	.	.	28%	-13%	27%	3%
CCn1c2ccccc2c2cc(/C=N/NC(=O)c3ccccc3)ccc21	-8	26%	-6%	-5%	251%[activator]	-3%	5%	-2%	0%
CN(C)C(=O)c1cnc(-c2ccccc2)nc1-c1ccccc1	-10	36%	-3%	-2%	1%	-12%	3%	118%[activator]	-3%
C=CCN1C(c2cccc(C(F)(F)F)c2)=CS/C1=C(/C#N)c1nnc(N2CCOCC2)n1-c1ccccc1	2	6%	-5%	-3%	?	-8%	-11%	2%	-11%
CC1(C)C(c2ccccn2)=[N+]([O-])C(C)(C)N1O	4	-3%	-2%	1%	-13%	3%	8%	2%	-2%
Cc1ccc(N(CC(=O)NCCSc2ccccc2)S(=O)(=O)c2ccc(F)cc2)cc1	3	-11%	-10%	-9%	101%[activator]	.	-24%	16%	0%
COc1ccc(C(=O)N2CCN(CCc3ccccc3)CC2)cc1[N+](=O)[O-]	0	4%	-2%	1%	-7%	0%	-15%	-17%	-5%
Cc1cc(C(=O)N2CCN(C(=O)c3ccco3)CC2)ccc1[N+](=O)[O-]	1	36%	0%	0%	-4%	-2%	-10%	25%	2%
Cc1nn(CC(=O)NCCc2ccc(Cl)cc2)c(C)c1[N+](=O)[O-]	-1	10%	-3%	0%	-14%	2%	11%	5%	-4%
